# Screens as filed in PubChem BioAssay.
# N-glyco inh = blocks N-linked glycosylation in D54 reporter cells; AID 588692; hit rate 0.23% among 360,000; D54 ERlucT glycosylation luciferase reporter, 24 h; percent of 100 nM tunicamycin response; reporter increase, % at 12.5 µM;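 active = mean luciferase reporter signal, scaled so untreated is 0 and the glycosylation-blocking control 100, at or above a set limit in every replicate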;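 note: luciferase carries N-glycosylation sites so blocking glycosylation raises the light; 0% = median of neutral control wells and 100% = median of 100 nM tunicamycin wells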
# ABCB6 inh 2 = inhibitors of human ABC transporter ABCB6; Q9NP58; K562-ABCB6 porphyrin accumulation, flow cytometry, 1 h; active compounds read low; fluorescence ratio to DMSO, % at 10 µM; hit rate 0.19% among 360,000; AID 602162;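 active = fluorescence ratio to DMSO below 75%, the collection mean minus 3 SD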;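 note: signal is porphyrin accumulated inside mitochondria; 100% equals median channel fluorescence of DMSO control wells; lower ratio means ABCB6 inhibition with less porphyrin fluorescence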
# Target sequence (Q9NP58 whole entry, looked up): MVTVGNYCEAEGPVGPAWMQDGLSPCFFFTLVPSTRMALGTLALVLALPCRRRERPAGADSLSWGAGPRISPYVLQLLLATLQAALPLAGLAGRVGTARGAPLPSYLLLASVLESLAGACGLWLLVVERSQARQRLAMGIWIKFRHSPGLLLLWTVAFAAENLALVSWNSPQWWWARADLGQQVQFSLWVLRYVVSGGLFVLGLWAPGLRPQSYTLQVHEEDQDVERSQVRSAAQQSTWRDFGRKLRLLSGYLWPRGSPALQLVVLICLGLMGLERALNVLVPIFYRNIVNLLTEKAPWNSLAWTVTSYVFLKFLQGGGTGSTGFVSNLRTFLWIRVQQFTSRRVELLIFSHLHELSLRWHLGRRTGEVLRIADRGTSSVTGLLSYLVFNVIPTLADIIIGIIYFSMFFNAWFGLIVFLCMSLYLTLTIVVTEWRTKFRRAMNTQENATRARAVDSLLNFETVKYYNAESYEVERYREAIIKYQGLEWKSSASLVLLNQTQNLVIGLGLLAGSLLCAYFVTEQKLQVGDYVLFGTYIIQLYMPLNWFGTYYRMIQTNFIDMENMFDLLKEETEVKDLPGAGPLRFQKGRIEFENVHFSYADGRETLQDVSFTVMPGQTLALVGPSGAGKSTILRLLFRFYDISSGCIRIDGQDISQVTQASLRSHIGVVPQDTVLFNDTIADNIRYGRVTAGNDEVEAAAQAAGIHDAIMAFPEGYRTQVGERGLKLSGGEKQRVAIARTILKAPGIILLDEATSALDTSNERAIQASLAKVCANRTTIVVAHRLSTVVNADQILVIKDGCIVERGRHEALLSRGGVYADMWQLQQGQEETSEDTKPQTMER
# Cardio protect = myocardial damage modulation in H9c2 cells; H9c2 cardiomyocytes, H2O2 injury protection, ATPLite, 2 h; protection from H2O2 cell death, % at 20 µM; hit rate 0.63% among 360,000;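 active = compounds giving at least 50% protection of heart cells from peroxide-induced death in the single-dose screen, raw or plate-pattern-corrected value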;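 note: 0% = DMSO wells with peroxide and 100% = DMSO wells without peroxide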
# Exocytosis inh = blocks lytic granule exocytosis; TALL-104 LAMP-1 surface exposure, flow cytometry; cells stimulated with thapsigargin and PMA; hit rate 0.66% among 360,000; inhibition, % at 10 µM;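 active = inhibition above about 55%, limit read from the data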
# MC4R antag cAMP = antagonists of human melanocortin 4 receptor (MC4R). P32245. hit rate 0.48% among 360,000. MC4R-expressing cells, MTII-stimulated cAMP, LANCE TR-FRET. inhibition, % at 6.5 µM;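 active = inhibition above its plate's cutoff, the mean of tested wells on that plate plus 3 SD, cut at about 29% in these data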;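 note: 0% = Melanotan II alone and 100% = Melanotan II plus saturating MCL0020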
#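 Material – human MC4R-expressing U2OS cells · Repeats – no replicates · Detection – TR-FRET with Eu-cAMP and labeled anti-cAMP, 671 nm · Times – compound 30 min, challenge 1 h, detection 1 h · Compound – single nominal compound dose of 6.5 µM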
# MC4R ag barr = activates human MC4R beta-arrestin recruitment; P32245; U2OS MC4R beta-arrestin complementation, luminescence; percent of melanotan II response, DMSO zero; activation, % at 8.9 µM; hit rate 0.98% among 360,000; AID 540308;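 active = activation above a per-plate cutoff, the mean activation of sample wells on that plate plus 3 SD, cut at about 8% in these data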
# ABHD5-PLIN5 inh = blocks binding of human ABHD5 to perilipin-5; Q00G26+Q8WTS1; Split G. princeps luciferase complementation, luminescence, 4 h; inhibition, % at 4 µM; hit rate 0.78% among 360,000; AID 602281;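 active = inhibition above the mean inhibition across every tested compound plus 3 SD, cut at about 22% in these data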;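 note: 0% = DMSO only wells and the 100% control is not disclosed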
# iPSC survival up = hiPSC single-cell survival enhancement. hit rate 0.044% among 360,000. survival enhancement, % at 20 µM. ATPlite luminescence; 100% = ROCK inhibitor wells, 0% = DMSO; in the data active = survival enhancement above about 18%;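 note: cells exposed to compounds for 16 hours before the ATP read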
# m5-HT2A agonist = mouse HTR2A agonism via beta-arrestin recruitment. P35363. CHO-K1 mHTR2A beta-arrestin complementation, luminescence; percent of 30 µM serotonin response. hit rate 0.66% among 360,000. activation, % at 7.6 µM;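 active = activation above a run cutoff, the mean activation of all tested compounds plus 3 SD, cut at about 14% in these data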;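 note: 0% = plate median of compound wells and 100% = 30 µM serotonin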
# aDG glyco act = alpha-DG glycosylation activation | hit rate 0.22% among 360,000 | Pro5-aDG cells, alpha-DG glycosylation AlphaScreen (IIH6); 0% Pro5, 100% B10-LARGE cell signal | AID 624168 | activation, % at 10 µM;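 active = activation of at least 8% versus controls, or a plate z-score of at least 8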;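 note: Pro5 are CHO cells carrying HIG-tagged alpha-DG that lacks glycosylation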
# Starred values were filed as active, the others as inactive. Hits appear at their usual frequency; about 4.5% have a hit in one of these screens.
compound	N-glyco inh	ABCB6 inh 2	Cardio protect	Exocytosis inh	MC4R antag cAMP	MC4R ag barr	ABHD5-PLIN5 inh	iPSC survival up	m5-HT2A agonist	aDG glyco act
COc1ccc(S(=O)(=O)Nc2ccccc2C(=O)N2CCCC2)cc1C	-2	99	-7	9	12	2.3	5	-0.4	2	-0.1
O=C(NCc1ccccc1)C1CCN(S(=O)(=O)c2ccc(Cl)cc2)CC1	1	97	0	-2	6	-1.6	-3	0.1	2	1.2
COc1ccc(-c2cc(C(=O)Nc3cc(S(=O)(=O)N4CCOCC4)ccc3N3CCOCC3)c3ccccc3n2)cc1	-5	96	34	2	11	-3.6	6	-0.3	5	-1.0
O=C(CCc1ccccc1)Nc1cc2c3c(c1)CCC(=O)N3CCC2	-1	96	12	-32	4	-3.5	-1	-0.5	-6	-0.1
Clc1ccc(OCCCn2cncn2)cc1Cl	0	86	0	-1	-3	1.2	0	-1.5	-2	0.5
O=C(N/N=C/c1cccc(NC(=O)c2ccc(Cl)cc2)c1)c1ccc(O)cc1	-7	99	1	-1	13	0.8	3	-0.8	-6	-0.2
COc1ccc(N2CCN(C(=O)COc3ccc4ccccc4c3)CC2)cc1	-2	107	7	-2	-3	-1.2	-6	1.0	-4	-0.1
Cc1nc(CN2CCCCC2)cc(=O)[nH]1	1	96	-10	-2	1	2.6	1	-1.1	-1	0.1
CCCC(C)NC(=O)Cc1ccc(Br)cc1 (stereo not drawn)	2	95	-2	-2	7	-1.7	5	-0.8	3	-0.1
CCOC(=O)c1ccccc1NC(=O)COC(=O)C(CC(C)C)NC(N)=O (stereo not drawn)	2	96	-11	8	1	0.8	1	0.6	-1	-0.1
Cc1cccc(CSC2=NCCN2C(=O)c2ccco2)c1	0	105	-2	2	-4	0.0	4	0.4	0	0.2
Cc1ccc(OCCNS(=O)(=O)c2cccs2)cc1	1	98	3	0	1	-1.5	-3	-0.9	-5	0.1

# The list continues.
compound	N-glyco inh	ABCB6 inh 2	Cardio protect	Exocytosis inh	MC4R antag cAMP	MC4R ag barr	ABHD5-PLIN5 inh	iPSC survival up	m5-HT2A agonist	aDG glyco act
COc1ccc(CCNC(=O)c2ccc(CS(=O)Cc3ccc(C)cc3)o2)cc1OC (stereo not drawn)	2	97	2	6	4	-1.7	3	-0.3	-1	0.0
O=C(Nc1ccccc1)C1=C[C@@H](c2csc3ccccc23)C[C@@H](OCc2ccc(CO)cc2)O1	-5	95	2	-5	4	0.5	-2	0.5	-2	-0.2
COc1ccccc1NC(=O)CCN1CCN(C)CC1	2	100	-12	1	2	-0.6	-2	-1.9	1	-0.4
Cc1cc(C(=O)CSc2cccc[n+]2[O-])c(C)n1-c1ccccc1	-18	97	-20	-5	11	1.4	3	-1.6	-9	0.2
O=C(Nc1ccc(N2CCOCC2)cc1)c1csc([C@@H]2C[C@H](O)[C@@H](CO)O2)n1	-1	96	-9	3	-2	-1.9	0	-4.2	2	-0.2
COc1cccc(C(=O)COC(=O)C2CC(=O)N(c3ccc(Oc4ccccc4OC)cc3)C2)c1 (stereo not drawn)	0	101	-1	2	14	-3.0	0	0.0	2	-0.2
CC1(C(=O)Nc2ccccc2Cc2ccccc2)CCN1CCc1ccccc1 (stereo not drawn)	-9	97	-20	0	6	2.1	-1	-1.6	-3	-0.2
CCN(C(=S)Nc1cccnc1)c1ccccc1	2	97	-6	-4	15	-2.9	0	-0.8	-1	0.2
C[C@@H](NC(=O)/C(C#N)=C/c1ccc(O)c(O)c1)c1ccccc1	-4	96	62*	-2	-7	-2.4	10	0.1	-4	-0.3
COc1ccc(Br)c2oc(S)cc(=O)c12	1	97	6	0	4	-2.1	-4	-1.2	-17	0.0
CC12CN3CC(C)(CN(C1)C3c1ccc3c(c1)OCO3)C2O (stereo not drawn)	1	100	0	-4	12	-1.4	-6	-0.7	3	0.0
Cn1c(=O)cc(OCC(=O)NCCC2=CCCCC2)c2ccccc21	0	104	4	0	-7	-0.9	-4	-1.6	5	-0.2

# New compounds follow
compound	N-glyco inh	ABCB6 inh 2	Cardio protect	Exocytosis inh	MC4R antag cAMP	MC4R ag barr	ABHD5-PLIN5 inh	iPSC survival up	m5-HT2A agonist	aDG glyco act
N#Cc1cc2cc3ccccc3nc2n2c(=O)c3ccccc3nc12	8	85	14	-3	-31	0.5	-1	-1.6	1	-0.6
CCOC(=O)C1CCN(c2nc3c(C)cccn3c(=O)c2/C=C(\C#N)S(=O)(=O)c2ccccc2)CC1	1	99	11	84*	-18	-0.9	10	-0.7	-1	2.7
CC(C)(C)c1cc(C(=O)N/N=C/c2cc3c(cc2Br)OCO3)n[nH]1	6	100	4	-1	20	-0.2	-5	-0.5	-6	-0.1
Cc1nc(SCN2C(=O)c3ccccc3C2=O)n[nH]1	3	100	-4	0	-2	-1.8	-1	-0.9	3	-0.1
Cc1cc(S(=O)(=O)NC(C)C)ccc1OCC(=O)Nc1ccc2c(c1)OCCO2	-1	98	0	0	10	-0.9	2	3.9	-3	0.1
COC1CCN(Cc2c(C(=O)N3CCc4ccccc4C3)nc3ccc(Cl)cn23)CC1	-1	108	5	-11	4	-3.7	6	-0.5	-3	0.5
O=C(O)CCSc1nnc(COc2cccc3cccnc23)n1-c1ccccc1	2	109	2	0	4	1.1	1	1.0	7	0.2
CCCC(=O)NC(=S)Nc1cc(-c2nc3ncccc3o2)ccc1C	0	97	-5	-1	4	-2.7	-5	-0.3	4	0.2
COc1cc2c(cc1OC)CN(CC(=O)Nc1ccc(C)c(S(=O)(=O)N3CCOCC3)c1)CC2	-1	109	-3	-1	8	-2.6	-17	-0.6	-3	-0.1
CNc1ccc(Br)cc(C(=O)/C=C/c2ccc(OC)cc2)c1=O	21	106	9	4	1	-0.1	12	-0.9	0	-0.6
Cc1ccnc(N2C3CCC2CC(O)(c2ccccc2)C3)n1 (stereo not drawn)	-2	95	-4	0	4	-1.7	-1	-1.5	1	-0.3
COc1cc(C=O)ccc1OCc1cccc(Br)c1	-1	95	-8	-7	-2	-2.5	-6	-0.1	0	0.2

# (listing goes on)
compound	N-glyco inh	ABCB6 inh 2	Cardio protect	Exocytosis inh	MC4R antag cAMP	MC4R ag barr	ABHD5-PLIN5 inh	iPSC survival up	m5-HT2A agonist	aDG glyco act
Cc1cc(C)cc(-n2ncc3c2CCCC3NC(=O)CCN2CCCC2=O)c1 (stereo not drawn)	-1	96	-3	-1	14	-1.9	-1	0.8	-1	-0.1
Cc1ccc(-n2cc(-c3ccccc3)[nH]c2=O)cc1F	3	96	11	-1	0	0.7	-4	-2.3	3	0.1
Cn1nnc(NC(=S)NC(=O)c2cccs2)n1	1	99	12	-2	7	-1.8	3	1.5	-3	-0.2
CCOC(=O)Cc1csc(NS(=O)(=O)c2ccc(Br)cc2)n1	1	98	-3	1	12	1.8	3	4.6	4	-0.2
Cc1c(N)cc(C(=O)N2CCOCC2)cc1[N+](=O)[O-]	4	93	2	-1	4	-2.5	-6	0.8	1	0.0
Cn1c(SCC(=O)NCCN2C(=O)CSC2=O)nc2ccccc2c1=O	0	100	-3	-2	0	1.3	-1	4.0	0	0.1
COc1ccc(Cc2nc3ccccc3n2CC(=O)N/N=C/c2ccc(O)cc2)cc1OC	1	91	11	-1	1	-1.7	2	1.3	1	-0.4
O=C(NC1CCCC1)c1c[nH]c2ccc(F)cc2c1=O	0	99	-11	-4	-1	-0.7	-1	4.6	3	-0.1
COc1ccccc1OCC(O)Cn1c(=N)n(CCN2CCCCC2)c2ccccc21 (stereo not drawn)	-1	91	8	-4	5	-2.4	0	-6.3	-8	1.1
CCOC(=O)c1c(S(=O)(=O)NCC(=O)NCc2ccccc2Cl)c(C)n(C)c1C	2	85	-6	-1	14	1.8	7	0.2	-9	0.1
CCOC(=O)C1(NC(=O)C2(N3C(=O)c4ccccc4C3=O)CCCC2)CCCC1	-1	92	6	-16	-5	-0.9	4	2.0	3	0.3
CC(=O)C1=C(C)NC(C)=C(C(C)=O)C1c1ccccc1	1	104	7	-4	4	-0.9	-2	-0.4	0	-0.1

# Next section.
compound	N-glyco inh	ABCB6 inh 2	Cardio protect	Exocytosis inh	MC4R antag cAMP	MC4R ag barr	ABHD5-PLIN5 inh	iPSC survival up	m5-HT2A agonist	aDG glyco act
CCNS(=O)(=O)c1ccc(CCC(=O)NCc2ccc(C)cc2)cc1	-1	101	2	-2	3	-2.6	-1	3.4	-4	-0.6
Cn1cc([N+](=O)[O-])c(C(=O)NC2CCCC2)n1	2	97	-3	-4	1	-1.0	2	-0.4	2	-0.1
O=C(N/N=C/c1cccc(OC(=O)N2CCOCC2)c1)c1cccs1	0	98	6	-1	13	-2.5	-8	-2.3	-4	0.7
CSc1ccccc1-n1nnnc1SCC(=O)Nc1ccccc1C	0	87	-2	-1	1	-0.2	0	-2.7	-5	-0.2
Fc1ccc(/C=C\c2nccc3c2[nH]c2ccccc23)cc1	1	98	-26	83*	0	5.0	-4	-0.5	-3	0.9
Cc1nc(C(F)(F)F)c(C(=O)N=CN(C)C)s1	0	114	-1	-6	-1	-0.2	-6	4.9	-2	-0.1
COc1ccc(-c2cc(NC(C)=O)c3ncc(-c4cccc(C(F)(F)F)c4)n3c2)c(OC)c1	0	101	3	28	1	26*	-5	-1.4	1	0.0
Cc1ccc(S(=O)(=O)CCC(=O)OC(C)C(=O)c2c(C)[nH]c3ccccc23)cc1 (stereo not drawn)	3	97	2	-2	20	1.5	2	-0.9	5	0.0
CCOC(=O)c1ccccc1NC(=O)Cc1ccc(S(=O)(=O)N2CCCC2)s1	-4	94	2	-5	0	-1.1	-3	-1.6	-3	0.0
O=S(=O)(c1ccccc1)N(Cc1nc(-c2ccccc2)no1)C1CCCCC1	-6	101	-23	0	8	0.4	-6	-0.4	-5	-0.2
COc1ccc(CCn2cnc(=O)c(C#N)c2C)cc1OC	0	98	-4	-6	23	-1.2	4	0.9	-5	0.1
CC(C)(C)C(C(=O)O)N1CCS(=O)(=O)CC1 (stereo not drawn)	0	100	-3	-3	8	-0.8	0	-1.7	4	0.0

# Carrying on.
compound	N-glyco inh	ABCB6 inh 2	Cardio protect	Exocytosis inh	MC4R antag cAMP	MC4R ag barr	ABHD5-PLIN5 inh	iPSC survival up	m5-HT2A agonist	aDG glyco act
Cc1cc(C)c(OCCN2CCCC2)c(Cl)c1	2	95	-3	-2	-1	1.3	16	-0.1	14	0.0
Cc1cc(C(=O)CSc2ccc3c(c2)OCCO3)c(C)n1C1CC1	-1	92	-10	1	1	-0.5	-4	-1.4	-2	0.6
CCCCC(=O)Nc1ccc(C(=O)NNC(=O)CCCOc2ccc(Cl)cc2Cl)cc1	2	96	0	-4	1	-2.7	0	2.9	3	0.1
Cc1ccc(NC(=O)C(C)c2ccc(-c3ccccc3)c(F)c2)c(C)c1 (stereo not drawn)	-2	96	-34	1	11	9.6*	2	-1.2	-1	0.5
CCOC(=O)CSc1nc(N)nc(C)c1Cl	3	99	-4	2	1	-1.9	0	-1.5	-2	0.0
CC1CN(c2sc(S(C)(=O)=O)nc2S(=O)(=O)c2ccc(Cl)cc2)CC(C)O1 (stereo not drawn)	-3	100	-7	0	0	0.7	13	-0.4	-3	-0.2
CC(Oc1cccc(Cl)c1)C(=O)Nc1cc(S(=O)(=O)N2CCCCC2)ccc1N1CCOCC1 (stereo not drawn)	-3	95	-8	2	17	-2.9	-3	0.5	-9	0.8
